# mIAP inh – inhibitors of mouse IAP, primary screen, biochemical, luminescence, uHTS; inhibition, % at 10 µM; purified mouse IAP, CDP-Star luminescence, 30 min; intestinal alkaline phosphatase [Mus musculus]; 330,000 tested, 0.2% active;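 active = inhibition of at least 40% at 10 µM in the primary screen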;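 note: plate controls were DMSO with enzyme for no effect and no enzyme wells for full effect; values of inactives mirror those of a sister screen read the other way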
# A3G deaminase – APOBEC3G DNA deaminase inhibitors, primary screen, biochemical, fluorescence, single-stranded DNA substrate, uHTS. inhibition, % at 20 µM. 330,000 tested, 0.28% active. AID 493012, 2011. recombinant A3G, ssDNA deamination FAM/TAMRA fluorescence. DNA dC->dU-editing enzyme APOBEC-3G (Homo sapiens), Q9HC16;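 active = inhibition of at least 40% at 20 µM, with no more than 30% in the related APOBEC3A deaminase screen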;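 note: plate controls were DMSO wells with A3G for no effect and wells lacking A3G enzyme for full effect; some compounds called inactive have numbers as strong as hits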
# Target sequence (Q9HC16 whole entry, looked up): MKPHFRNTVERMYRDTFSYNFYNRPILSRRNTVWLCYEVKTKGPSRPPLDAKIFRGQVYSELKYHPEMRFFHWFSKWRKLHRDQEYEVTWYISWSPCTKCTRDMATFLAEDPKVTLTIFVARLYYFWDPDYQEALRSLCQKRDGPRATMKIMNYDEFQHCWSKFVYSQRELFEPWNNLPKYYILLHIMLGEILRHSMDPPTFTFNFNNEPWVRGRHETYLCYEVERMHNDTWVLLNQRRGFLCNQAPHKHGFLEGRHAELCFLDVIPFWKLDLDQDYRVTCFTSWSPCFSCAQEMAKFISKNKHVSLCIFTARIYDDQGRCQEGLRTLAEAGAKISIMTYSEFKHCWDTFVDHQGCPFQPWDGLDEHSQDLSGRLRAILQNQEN
# hIAP inh – human IAP inhibitors, primary screen, biochemical, luminescence, uHTS; Intestinal-type alkaline phosphatase (Homo sapiens), P09923; purified IAP, CDP-Star luminescence, 30 min; inhibition, % at 10 µM; 330,000 tested, 0.12% active;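 active = inhibition reaching a set limit with compound at 10 µM in the primary screen, cut at about 35% in these data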;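 note: plate controls were DMSO wells with enzyme for no effect and no-enzyme buffer wells for full effect; values of inactives mirror those of a sister screen read the other way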
# tim10-1 inh – growth inhibitors of tim10-1 mutant yeast, primary screen, luminescence, uHTS; inhibition, % at 20 µM; S. cerevisiae tim10-1 ts strain growth, BacTiter-Glo, 24 h; 330,000 tested, 2.2% active;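 active = inhibition of at least 40%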;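 note: mutant grown at 25 °C; 0% = DMSO wells with yeast and 100% = wells holding no yeast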
# TIM10 inh – growth inhibitors of isogenic TIM10 control yeast, primary screen, counter-screen for tim10-1 yeast inhibitor project, luminescence, uHTS | S. cerevisiae TIM10 strain growth, BacTiter-Glo luminescence, 24 h | inhibition, % at 10 µM | 330,000 tested, 1.4% active | AID 463195, 2010;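 active = inhibition of 40% or more at the single tested concentration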;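 note: wild-type TIM10 isogenic control strain grown at permissive 25 °C; 0% = DMSO yeast wells and 100% = minimal medium wells without yeast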
# NLRP3 yeast inh – NALP3 inflammasome inhibitors in reconstituted yeast, primary screen, luminescence, uHTS; Yeast reconstituted NLRP3/ASC/caspase-1, beta-gal luminescence, 24 h; inhibition, % at 10 µM; 330,000 tested, 0.39% active; AID 2825, 2010;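 active = inhibition of 50% or more; inactive = inhibition below 50%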;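 note: plate controls were induced DMSO wells for no effect and uninduced yeast grown without galactose for full effect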
# MIN6 prolif – inducers of MIN6 beta-cell proliferation, primary screen, ATP luminescence, uHTS; proliferation, % at 10 µM; 330,000 tested, 0.29% active; MIN6 cells proliferation, ATPlite luminescence, 48 h; cells starved in 0.2% serum; 100% = growth in 10% serum;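 active = compounds whose signal lies at least 3.5 SD above the mean of all wells on their plate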;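 note: 0% = DMSO-treated cells in low-serum medium and 100% = 10% serum control; some compounds called inactive have numbers as strong as hits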
# APOBEC3A inh – APOBEC3A ssDNA deaminase inhibitors, primary screen, selectivity assay for APOBEC3G inhibitor project, biochemical, FAM/TAMRA oligo cleavage fluorescence | inhibition, % at 20 µM | recombinant A3A, FAM/TAMRA ssDNA deamination fluorescence | 330,000 tested, 0.41% active | DNA dC->dU-editing enzyme APOBEC-3A (Homo sapiens), P31941;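 active = at least 40% inhibition at 20 µM here, with at most 30% in a related deaminase screen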;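 note: plate controls were A3A with DMSO for no effect and wells lacking A3A enzyme for full effect; some results filed as inactive read as strong as hits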
# Target sequence (P31941 whole entry, looked up): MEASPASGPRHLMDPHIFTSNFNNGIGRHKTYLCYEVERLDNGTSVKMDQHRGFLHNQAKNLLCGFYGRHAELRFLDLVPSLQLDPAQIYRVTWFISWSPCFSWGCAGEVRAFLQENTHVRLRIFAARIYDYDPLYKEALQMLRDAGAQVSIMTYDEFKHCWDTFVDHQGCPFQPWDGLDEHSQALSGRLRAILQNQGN
# mIAP activ – activators of mouse IAP, primary screen, biochemical, luminescence, uHTS | intestinal alkaline phosphatase [Mus musculus] | muIAP, CDP-Star luminescence, 30 min; hits give high values; 1 = vehicle-only enzyme signal, 0 = enzyme-free wells | activation factor at 10 µM | 330,000 tested, 0.24% active | AID 2805, 2010;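 active = activation factor of at least 2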; note: the source names both 10 and 20 µM as test concentration; values of inactives mirror those of a sister screen read the other way
#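 System: Mouse IAP enzyme | Also added: CDP-Star substrate | Dosing: Compounds dispensed in DMSO | Schedule: 30 min enzyme-substrate-compound incubation at room temperature | Technique: Chemiluminescence readout | Control set: DMSO-only wells and no-enzyme negative control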
# Active calls of the source: *.
1. O=C(NCc1ccco1)C1CC(O)CN1C(=O)Nc1ccccc1 (stereo not given)
2. O=C(C(=O)N1CCN(c2cccc(Cl)c2)CC1)N1CCCCC1
3. CN(CCc1ccccc1)C1CCCN(S(=O)(=O)N(C)C)C1 (stereo not given)
4. O=c1[nH]c2cc(Cl)cc(Cl)c2[nH]c1=O
5. O=C(O)CCn1c(SCc2ccccc2)nc2ccccc21

Screen / compound no.,1,2,3,4,5
mIAP inh,-1.5,-2.2,2.7,0.2,-1.0
A3G deaminase,4.7,-3.5,1.4,-3.1,0.4
hIAP inh,-0.4,-14.5,-16.3,-1.4,-1.2
tim10-1 inh,4.6,-5.8,-10.6,8.5,-13.1
TIM10 inh,-4.0,-22.6,0.0,3.1,-5.7
NLRP3 yeast inh,0.3,12.4,18.0,7.3,-9.1
MIN6 prolif,0.0,-0.2,-1.1,-1.9,-0.5
APOBEC3A inh,4.0,-1.7,-0.2,-0.2,1.2
mIAP activ,1.01,1.02,0.973,0.998,1.01

6. O=C(O)C1CSC2(c3ccc(Br)cc3)CCC(=O)N12 (stereo not given)
7. O=C(COC(=O)Cc1ccc(F)cc1)NCCc1ccccc1
8. CCCCc1nnc(NC(=O)Cc2ccc(OC)c(S(=O)(=O)N3CCOCC3)c2)s1
9. CN1CCN/C1=C(/C(Cl)=C(Cl)Cl)[N+](=O)[O-]
10. CC(C)C1C(c2ccccc2)N(C)C(c2ccccc2)CC1(O)c1ccccc1 (stereo not given)

Screen / compound no.,6,7,8,9,10
mIAP inh,5.0,-8.2,3.6,2.7,1.6
A3G deaminase,-3.6,-7.2,-4.7,-8.8,-3.2
hIAP inh,-2.3,5.2,18.6,1.6,5.9
tim10-1 inh,-4.9,0.7,3.7,-10.5,18.6
TIM10 inh,-0.9,1.4,1.6,-4.2,28.6
NLRP3 yeast inh,4.8,24.1,9.9,8.2,-9.1
MIN6 prolif,-2.1,-0.3,-2.5,1.1,-6.7
APOBEC3A inh,-2.0,-2.2,6.1,-5.1,0.7
mIAP activ,0.95,1.08,0.964,0.973,0.984

11. CC(C)COP(=O)(c1ccc(N(C)C)cc1)C(Nc1ccccc1)c1cccnc1 (stereo not given)
12. CCc1nc(Nc2ccc(O)cc2)c2oc3ccccc3c2n1
13. Cc1cc(Cl)ccc1OC(C)C(=O)OCC(=O)Nc1ccc2[nH]c(=O)[nH]c2c1 (stereo not given)
14. COc1cccc(-c2nc(CS(=O)CC(=O)NCc3ccc(F)cc3)c(C)o2)c1 (stereo not given)
15. CC1CCN(C(=O)COC(=O)c2ccc(Cl)nc2)CC1

Screen / compound no.,11,12,13,14,15
mIAP inh,-1.1,0.9,14.5,8.1,-2.0
A3G deaminase,-1.4,-7.5,5.1,-7.4,-3.5
hIAP inh,-3.6,0.1,-4.2,13.1,2.7
tim10-1 inh,13.7,4.9,-8.9,12.4,-18.9
TIM10 inh,15.3,3.5,4.2,9.1,-14.4
NLRP3 yeast inh,-2.3,28.2,10.9,-0.2,11.8
MIN6 prolif,-0.2,2.1,-0.4,-1.1,-0.2
APOBEC3A inh,-0.4,-2.9,1.2,-4.1,-1.2
mIAP activ,1.01,0.991,0.855,0.919,1.02

# 12 of the compounds above, with bars between the fields:
entry | compound | mIAP inh | A3G deaminase | hIAP inh | tim10-1 inh | TIM10 inh | NLRP3 yeast inh | MIN6 prolif | APOBEC3A inh | mIAP activ
1 | O=C(NCc1ccco1)C1CC(O)CN1C(=O)Nc1ccccc1 (stereo not given) | -1.5 | 4.7 | -0.4 | 4.6 | -4.0 | 0.3 | 0.0 | 4.0 | 1.01
2 | O=C(C(=O)N1CCN(c2cccc(Cl)c2)CC1)N1CCCCC1 | -2.2 | -3.5 | -14.5 | -5.8 | -22.6 | 12.4 | -0.2 | -1.7 | 1.02
3 | CN(CCc1ccccc1)C1CCCN(S(=O)(=O)N(C)C)C1 (stereo not given) | 2.7 | 1.4 | -16.3 | -10.6 | 0.0 | 18.0 | -1.1 | -0.2 | 0.973
4 | O=c1[nH]c2cc(Cl)cc(Cl)c2[nH]c1=O | 0.2 | -3.1 | -1.4 | 8.5 | 3.1 | 7.3 | -1.9 | -0.2 | 0.998
5 | O=C(O)CCn1c(SCc2ccccc2)nc2ccccc21 | -1.0 | 0.4 | -1.2 | -13.1 | -5.7 | -9.1 | -0.5 | 1.2 | 1.01
6 | O=C(O)C1CSC2(c3ccc(Br)cc3)CCC(=O)N12 (stereo not given) | 5.0 | -3.6 | -2.3 | -4.9 | -0.9 | 4.8 | -2.1 | -2.0 | 0.95
7 | O=C(COC(=O)Cc1ccc(F)cc1)NCCc1ccccc1 | -8.2 | -7.2 | 5.2 | 0.7 | 1.4 | 24.1 | -0.3 | -2.2 | 1.08
8 | CCCCc1nnc(NC(=O)Cc2ccc(OC)c(S(=O)(=O)N3CCOCC3)c2)s1 | 3.6 | -4.7 | 18.6 | 3.7 | 1.6 | 9.9 | -2.5 | 6.1 | 0.964
9 | CN1CCN/C1=C(/C(Cl)=C(Cl)Cl)[N+](=O)[O-] | 2.7 | -8.8 | 1.6 | -10.5 | -4.2 | 8.2 | 1.1 | -5.1 | 0.973
10 | CC(C)C1C(c2ccccc2)N(C)C(c2ccccc2)CC1(O)c1ccccc1 (stereo not given) | 1.6 | -3.2 | 5.9 | 18.6 | 28.6 | -9.1 | -6.7 | 0.7 | 0.984
11 | CC(C)COP(=O)(c1ccc(N(C)C)cc1)C(Nc1ccccc1)c1cccnc1 (stereo not given) | -1.1 | -1.4 | -3.6 | 13.7 | 15.3 | -2.3 | -0.2 | -0.4 | 1.01
12 | CCc1nc(Nc2ccc(O)cc2)c2oc3ccccc3c2n1 | 0.9 | -7.5 | 0.1 | 4.9 | 3.5 | 28.2 | 2.1 | -2.9 | 0.991

# New compounds follow:
16. CCOc1cccc(-c2c(C(=O)N/N=C/c3ccc(C)o3)nnn2-c2nonc2N)c1
17. CC(=O)N1CC(=O)N(OCc2ccccc2)C1c1ccc(Cl)cc1Cl (stereo not given)
18. CCCCCn1c(=O)[nH]c2cc(C(=O)O)ccc2c1=O
19. CCOC(=O)C1(Cc2ccccc2)CCCN(C2CCN(C(C)=O)CC2)C1 (stereo not given)
20. CCC(C)C(=O)Nc1nnc(SCC(=O)NC2CCCC2)s1 (stereo not given)

Screen / compound no.,16,17,18,19,20
mIAP inh,5.0,-4.2,-3.3,-1.7,3.9
A3G deaminase,-5.5,-4.1,-2.8,-2.0,-3.8
hIAP inh,13.1,-3.1,6.6,2.1,-1.6
tim10-1 inh,21.2,-23.9,0.5,14.1,9.7
TIM10 inh,2.2,-8.6,-17.4,-0.5,-7.1
NLRP3 yeast inh,-6.3,15.5,7.1,20.7,-20.6
MIN6 prolif,7.8,-1.8,-0.7,1.1,0.0
APOBEC3A inh,-4.2,-1.6,0.1,-0.7,-5.2
mIAP activ,0.95,1.04,1.03,1.02,0.961

21. Cc1ccc(NC(=O)CN2C(=O)COc3ccc(C)cc32)nc1
22. O=C(CCCSc1nc2ccccc2s1)NC1=NCCS1
23. O=C(NN1C(=O)NC2(CCCCC2)C1=O)c1cc2cc(Cl)ccc2o1
24. COc1ccc(/C=C(/NC(=O)c2ccccc2)C(=O)NCCCn2ccnc2)cc1OC
25. CCC(C)[C@H](NC(=O)Nc1ccc(C)cc1C)C(=O)O (stereo not given in full)

Screen / compound no.,21,22,23,24,25
mIAP inh,1.2,-2.5,-6.0,0.3,6.5
A3G deaminase,-2.4,-4.6,-9.7,-6.8,1.3
hIAP inh,1.5,1.6,-13.5,2.9,7.1
tim10-1 inh,11.5,0.0,13.6,7.1,-7.1
TIM10 inh,-11.4,-5.2,6.6,-9.2,0.5
NLRP3 yeast inh,-8.2,21.5,7.3,17.1,0.2
MIN6 prolif,-1.7,-3.5,0.3,0.5,0.3
APOBEC3A inh,3.4,7.9,-4.1,-1.5,3.5
mIAP activ,0.988,1.02,1.06,0.997,0.935
